HSP90 refold inh – HSP90 inhibitors, primary screen, cell lysate, luminescence; Rabbit reticulocyte lysate, luciferase refolding luminescence, 3 h; 0.91% of 290,000 active; Heat shock protein HSP 90 (rabbit reticulocyte lysate; luciferase refolding); AID 1789, 2009; inhibition, % at 5.6 µM;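 active means inhibition above the screen-wide mean plus 3 SD, computed separately per campaign, cut at about 16% in these data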;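 further: 0% = DMSO wells and 100% = 60 µM geldanamycin wells; inhibitors lower the luminescence because luciferase stays unfolded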
HIF activator – HIF pathway transcriptional activators, primary screen, cell-based, U2OS HRE-luciferase, luminescence | activation, % at 7.5 µM (by protocol) | AID 1910, 2009 | U2OS HRE-luciferase reporter; normalized: DMSO 0%, desferrioxamine 100% | 0.32% of 300,000 active;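 active means mean activation of at least 10% of the iron chelator positive control signal, with at least half of replicates also reaching 10%; inconclusive means mean and replicate majority disagree about reaching 10%; inactive means mean and most replicates under 10%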
Platelet DG rel – inhibitors of platelet dense granule secretion, primary screen, cell-based, MLPCN, human platelets; AID 1663, 2009; human platelet-rich plasma, SFLLRN dense granule ATP release, luminescence; inhibition, %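 (compounds screened at 7.5 µM in platelet-rich plasma)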; 0.22% of 300,000 active;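 active means mean replicate score, as percent of positive control, at or above 50; inconclusive means mean below 50 but at least one replicate at or above 50; inactive means mean and every replicate below 50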
SKKanGAS inh – S. pyogenes SKKanGAS growth inhibitors in kanamycin, primary screen, streptokinase expression inhibitor project, SKKanGAS strain, BacTiter-Glo luminescence; 6 h; inhibition, % at 7.5 µM; 1.3% of 300,000 active;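 active means mean replicate score, as percent of positive control median, at least 50; inconclusive means mean below 50 but one replicate at or above 50; inactive means mean and every replicate below 50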;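 further: strain carries kanamycin resistance gene driven by streptokinase promoter and grows in 40 µg/ml kanamycin; loss of luminescence reflects streptokinase promoter inhibition or plain growth inhibition; 0% = median of DMSO wells and 100% = positive control at its reference dose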
AI-2 QS modul – Vibrio harveyi AI-2 quorum sensing modulators, primary screen, JMH597 strain, luminescence/OD600 ratio; Vibrio harveyi JMH597 AI-2 luminescence/OD600 ratio, 9 h; stronger effect = lower value; strain lacks LuxN and CqsS sensors; 0 = neutral-control median; 0.4% of 300,000 active; activity change, % at 7.5 µM; in the data active means activity change below about -75%, passing the limit was not always enough; inconclusive means no clear call, values can overlap the other calls;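 further: luminescence divided by OD600 gain over 9 h not by final OD600 alone; inactives centre near 13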
HSF1 activator – HSF-1 activators, primary screen, NIH3T3-HGL cells, MG132 stress, luminescence, single point | NIH3T3-HGL HSF-1 luciferase reporter, 8 h; 100% = twice DMSO control signal | AID 504408, 2011 | 1.7% of 300,000 active | activation, % at 9 µM;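 active means mean replicate activation of at least 50% with a set share of replicates each reaching 50%; inconclusive means only one of those two conditions met; inactive means mean below 50% and too few replicates reaching it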;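 further: 0% = median of the neutral control wells and 100% = twice that signal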
KLF5 inhibitor – KLF5 expression inhibitors, primary screen, DLD-1 cells, luminescence | DLD-1 KLF5 promoter-luciferase reporter | inhibition, % at 5 µM | 0.23% of 290,000 active;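 active means inhibition above a per-plate limit of that plate's mean compound inhibition plus 3 SD, cut at about 60% in these data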;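 further: 0% = DMSO wells and 100% = LY294002 at 200 µM; higher means less KLF5 promoter-driven luciferase light; inactives centre near -14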
aSyn UTR inh – MLPCN primary screen, SNCA 5' untranslated region; alpha-synuclein 5'UTR reporter, inhibitor activity; inhibition, % (tested at 7.5 µM); 0.82% of 300,000 active; in the data active means inhibition above about 60%; inconclusive means no clear call, values can overlap the other calls;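 further: H4 neuroglioblastoma cells stably carrying SNCA 5'UTR luciferase fusion; 0% = DMSO wells and 100% = positive control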
HSF1 inh – HSF1 inhibitors in luciferase reporter cells, primary screen, cell-based, NIH3T3, luminescence | AID 2098, 2009 | activity change, negative = inhibition, % at 7.5 µM (by protocol) | 0.77% of 300,000 active | NIH3T3-HGL HSE-luciferase, MG132-induced, luminescence 8 h; stronger effect = lower value;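 active means more than half of replicate wells show activity change below -50%, luminescence cut by over half; inconclusive means some wells, but at most half, below -50%; inactive means no replicate well below -50%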;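 further: luciferase reports HSF-1 transcriptional activity via heat shock element; 0% = median of DMSO wells and -100% = zero luminescence signal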
IEC-6 cytotox – cytotoxicity in IEC-6 intestinal epithelial cells, primary screen, cytotoxicity control for KLF5 inhibitor project, cell-based, luminescence; inhibition, % at 5 µM; 0.78% of 290,000 active; IEC-6 cytotoxicity, luminescence viability; in the data active means inhibition above about 22%;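 further: 0% = plate median of test compound wells and 100% = cytotoxic reference compound wells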
The depositor's hits bear a star; ? = inconclusive. Rows were taken by chance, and some 6% of all compounds hit somewhere here.

SMILES	HSP90 refold inh	HIF activator	Platelet DG rel	SKKanGAS inh	AI-2 QS modul	HSF1 activator	KLF5 inhibitor	aSyn UTR inh	HSF1 inh	IEC-6 cytotox
CN(C(=O)NC1CCCCC1)c1ccccc1	-1	-0.4	-2	7	37	-9	-21	7	-1	4
CCCCCCSc1ncc(C#N)c(N)n1	-1	1.6	1	-3	-50	-7	-31	-24	-2	5
O=c1c(-c2ccc3c(c2)OCCO3)coc2c(CN3CCOCC3)c(O)ccc12	-1	1.8	-1	1	27	36	-65	-94	23	-2
Cc1oc(-c2ccc(Cl)cc2)nc1CN1CCC(C(=O)NCC2CCCO2)CC1 (stereo unspecified)	0	0.3	-3	-2	11	-26	-24	17	-2	0
Cc1ccccc1C(=O)NC(CC(C)C)C(=O)NN1C(=O)c2ccccc2C1=O (stereo unspecified)	1	-0.4	1	4	14	49	-12	-3	10	0
COc1ccc(N(CC(=O)NC2CCCC2)C(=O)Cn2nnc(-c3ccc(F)cc3)n2)cc1	2	0.1	-3	-3	25	-6	-1	18	-4	-9
CCOc1ccc(C(C)=O)cc1CN1C(=O)NC2(CCCCC2C)C1=O (stereo unspecified)	1	-0.3	0	-7	28	-3	-5	-5	-4	-1
COC(=O)C1=C(C)Nc2nnnn2C1c1cccs1 (stereo unspecified)	3	-0.2	-4	-1	27	-1	-2	-9	-11	4
COc1ccc(CNC(=O)COc2ccc([N+](=O)[O-])cc2)cc1	0	0.3	-3	5	17	7	-19	3	0	-1
Cc1ccc(NC(=O)C(c2ccccc2)c2ccccc2)c(O)c1	-2	-0.2	5	3	-6	21	1	1	19	-6
Cc1ccccc1C(=O)N1CCN(c2ccc(NC(=O)c3ccc4c(c3)OCO4)cc2)CC1	1	0.5	17	9	9	-26	56	?	-19	36*
CSCC[C@H](NC(=O)C1CCN(S(=O)(=O)c2ccc(C)cc2)CC1)C(=O)NCc1ccco1	-2	0.4	-6	4	14	4	-11	-19	5	0
O=C(O)c1ccccc1C(=O)Nc1ccc(Nc2ccc([N+](=O)[O-])cc2[N+](=O)[O-])cc1	-2	-1.1	0	4	37	16	-51	14	-5	1
O=C(NCc1ccc2c(c1)OCO2)c1ccc(CSCc2ccccc2Cl)o1	-8	0.3	-11	1	4	-11	-21	9	2	0
COc1ccc(C(C(=O)NC(C)(C)C)N(Cc2ccco2)C(=O)CCC(=O)Nc2ccccn2)cc1 (stereo unspecified)	2	-0.3	1	15	43	-27	-14	-15	-10	-2
CC(=O)OCCNc1cc(Sc2nc3ccccc3[nH]2)c2nonc2c1[N+](=O)[O-]	-2	1.3	0	53*	29	40	-22	-23	29	1
COc1ccc(OC)c(C2C(C(=O)c3ccccc3)=C(C)Nc3nc4ccccc4n32)c1 (stereo unspecified)	-2	0.7	8	76*	2	11	7	22	-1	3
COc1ccc(OCCSc2nnc(-c3cccnc3)n2N)cc1	3	0.6	6	-7	14	8	-9	-15	10	4
CC1CCCN(CC(=O)Nc2ccc(S(=O)(=O)N3CCCCCC3)cc2)C1 (stereo unspecified)	-1	-0.7	9	9	-8	14	5	20	8	2
CCOC(=O)N1CCN(C(=O)c2ccc(N3C(=O)CCC3=O)cc2)CC1	4	0.2	7	-1	26	-19	-31	16	-5	5
Cc1cc2c(c(=O)n1CC1CCCO1)C(c1ccco1)C(C#N)=C(N)O2 (stereo unspecified)	2	0.0	-6	0	26	0	-2	3	-7	0
O=C1SC(c2ccccc2)=C/C1=C\N1CCCCC1	1	0.1	-2	-3	6	15	-37	-49	3	2
O=S(=O)(NC1CCSc2ccccc21)c1ccccc1 (stereo unspecified)	4	-0.2	1	-1	10	-8	-16	11	-3	2
O=c1c(-c2ccccc2)n[nH]c2ccccc12	3	2.0	-14	4	10	47	-129	-87	31	2
COc1ccc(CNC(=O)COC(=O)C2=COCCO2)cc1	-4	-0.8	5	3	16	-8	-29	11	6	2
S=C1NCCOCCOCCNC(=S)N2CCOCCOCCN1CCOCCOCC2	2	0.1	0	-1	14	-12	-15	-1	-8	-2
COc1cccc(Cn2cccc(NC(=O)NCc3ccccc3)c2=O)c1	18*	2.1	-2	1	-7	0	-28	-12	2	6

Structures shown so far containing a carbonyl joined to an NH by a bond outside any ring:
SMILES	HSP90 refold inh	HIF activator	Platelet DG rel	SKKanGAS inh	AI-2 QS modul	HSF1 activator	KLF5 inhibitor	aSyn UTR inh	HSF1 inh	IEC-6 cytotox
CN(C(=O)NC1CCCCC1)c1ccccc1	-1	-0.4	-2	7	37	-9	-21	7	-1	4
Cc1oc(-c2ccc(Cl)cc2)nc1CN1CCC(C(=O)NCC2CCCO2)CC1 (stereo unspecified)	0	0.3	-3	-2	11	-26	-24	17	-2	0
Cc1ccccc1C(=O)NC(CC(C)C)C(=O)NN1C(=O)c2ccccc2C1=O (stereo unspecified)	1	-0.4	1	4	14	49	-12	-3	10	0
COc1ccc(N(CC(=O)NC2CCCC2)C(=O)Cn2nnc(-c3ccc(F)cc3)n2)cc1	2	0.1	-3	-3	25	-6	-1	18	-4	-9
COc1ccc(CNC(=O)COc2ccc([N+](=O)[O-])cc2)cc1	0	0.3	-3	5	17	7	-19	3	0	-1
Cc1ccc(NC(=O)C(c2ccccc2)c2ccccc2)c(O)c1	-2	-0.2	5	3	-6	21	1	1	19	-6
Cc1ccccc1C(=O)N1CCN(c2ccc(NC(=O)c3ccc4c(c3)OCO4)cc2)CC1	1	0.5	17	9	9	-26	56	?	-19	36*
CSCC[C@H](NC(=O)C1CCN(S(=O)(=O)c2ccc(C)cc2)CC1)C(=O)NCc1ccco1	-2	0.4	-6	4	14	4	-11	-19	5	0
O=C(O)c1ccccc1C(=O)Nc1ccc(Nc2ccc([N+](=O)[O-])cc2[N+](=O)[O-])cc1	-2	-1.1	0	4	37	16	-51	14	-5	1
O=C(NCc1ccc2c(c1)OCO2)c1ccc(CSCc2ccccc2Cl)o1	-8	0.3	-11	1	4	-11	-21	9	2	0
COc1ccc(C(C(=O)NC(C)(C)C)N(Cc2ccco2)C(=O)CCC(=O)Nc2ccccn2)cc1 (stereo unspecified)	2	-0.3	1	15	43	-27	-14	-15	-10	-2
CC1CCCN(CC(=O)Nc2ccc(S(=O)(=O)N3CCCCCC3)cc2)C1 (stereo unspecified)	-1	-0.7	9	9	-8	14	5	20	8	2
COc1ccc(CNC(=O)COC(=O)C2=COCCO2)cc1	-4	-0.8	5	3	16	-8	-29	11	6	2
COc1cccc(Cn2cccc(NC(=O)NCc3ccccc3)c2=O)c1	18*	2.1	-2	1	-7	0	-28	-12	2	6

Some of the entries so far, field by field.
COc1ccc(OCCSc2nnc(-c3cccnc3)n2N)cc1
- HSP90 refold inh: 3
- HIF activator: 0.6
- Platelet DG rel: 6
- SKKanGAS inh: -7
- AI-2 QS modul: 14
- HSF1 activator: 8
- KLF5 inhibitor: -9
- aSyn UTR inh: -15
- HSF1 inh: 10
- IEC-6 cytotox: 4

CC1CCCN(CC(=O)Nc2ccc(S(=O)(=O)N3CCCCCC3)cc2)C1 (stereo unspecified)
- HSP90 refold inh: -1
- HIF activator: -0.7
- Platelet DG rel: 9
- SKKanGAS inh: 9
- AI-2 QS modul: -8
- HSF1 activator: 14
- KLF5 inhibitor: 5
- aSyn UTR inh: 20
- HSF1 inh: 8
- IEC-6 cytotox: 2

Assay outcomes: PubChem, several laboratories
